TDP1 block = qHTS Assay for Inhibitors of Tyrosyl-DNA Phosphodiesterase (TDP1) | Tyrosyl-DNA phosphodiesterase 1 (Homo sapiens), Q9NUW8 | recombinant TDP1, AlphaScreen DNA substrate cleavage | Potency, µM (titrated, usually from 130 µM), inactives show at the top dose activity change, negative = inhibition, usual class: inhibitors | actives 0.28% (n = 350,000) | AID 485290, 2010; also: nearly all actives have a fitted effect of over 40% in size
Target sequence (Q9NUW8 whole entry, looked up): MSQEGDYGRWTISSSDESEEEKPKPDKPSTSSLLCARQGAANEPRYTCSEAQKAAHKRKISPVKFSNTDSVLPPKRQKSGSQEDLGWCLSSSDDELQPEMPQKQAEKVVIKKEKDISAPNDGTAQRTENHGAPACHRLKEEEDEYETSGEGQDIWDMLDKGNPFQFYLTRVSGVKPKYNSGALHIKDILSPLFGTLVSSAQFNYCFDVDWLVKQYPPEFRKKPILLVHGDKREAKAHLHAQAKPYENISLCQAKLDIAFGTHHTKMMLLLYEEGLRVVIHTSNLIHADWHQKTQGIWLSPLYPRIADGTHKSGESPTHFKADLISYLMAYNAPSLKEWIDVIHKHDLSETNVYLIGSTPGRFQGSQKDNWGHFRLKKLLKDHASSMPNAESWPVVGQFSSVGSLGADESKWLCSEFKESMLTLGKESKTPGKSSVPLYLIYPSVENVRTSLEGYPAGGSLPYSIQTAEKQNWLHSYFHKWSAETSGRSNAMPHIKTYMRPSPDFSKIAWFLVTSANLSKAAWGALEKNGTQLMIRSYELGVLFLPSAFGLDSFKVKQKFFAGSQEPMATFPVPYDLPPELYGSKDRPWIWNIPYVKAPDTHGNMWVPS
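Signal: AlphaScreen proximity between streptavidin donor and anti-FITC acceptor beads on intact substrate. Reaction: Tdp1 1 nM, substrate 15 nM final, 5 min RT after 15 min compound preincubation.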
TDP1 cell noCPT = qHTS for Inhibitors of human tyrosyl-DNA phosphodiesterase 1 (TDP1): qHTS in cells in absence of CPT; actives 15% (n = 420,000); DT40 Tdp1-/- hTDP1 cells, no CPT, ATP luminescence, 48 h; Potency, µM (doses to about 46.2 µM), without a hit: top-dose activity change, negative = growth inhibition, actives largely listed as inhibitors; also: nearly all actives have a fitted effect of over 55% in size
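Luminescent ATP content (CellTiter-Glo) served as the growth readout. Knockout chicken DT40 cells expressing human TDP1 were exposed to compounds without camptothecin for a minimum 48 hr at 37 °C.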
DT40 TDP1 CPT = qHTS for Inhibitors of human tyrosyl-DNA phosphodiesterase 1 (TDP1): qHTS in cells in presence of CPT. chicken DT40 Tdp1-/-;hTDP1 cells + 20 nM CPT, ATP luminescence, 48 h. Potency, µM (highest dose often 46.2 µM), without a hit: at the top dose activity change, negative = growth inhibition, usual class: inhibitors. actives 12% (n = 420,000). AID 686979, 2013; also: nearly all actives have a fitted effect of over 55% in size
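Chicken DT40 Tdp1-/- cells complemented with human TDP1, 400 cells/well, exposed to compounds plus 20 nM camptothecin for at least 48 h at 37 C; viability read as ATP content by CellTiter-Glo luminescence.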
Active calls of the source: *; ? = inconclusive; . = not tested or not shown; [ ] = dose if it differs, or a comment. Calls follow the shape of the dose curve; as a rule, active = well fitted curve in the direction sought with a large enough effect; inconclusive = small, poorly fitted or top-dose-only effect, or another doubt; inactive = no such curve, though single readings can be large; an effect the other way counts as inactive or inconclusive. % is scaled to controls: 0 for no effect and ±100 for the full control effect; potency is read from the fitted curve at half-maximal effect.

Molecule	TDP1 block	DT40 TDP1 CPT	TDP1 cell noCPT
Cc1ccc(Sc2c(CO)c(-c3ccccc3)nn2C)cc1	2%	1.2µM*	0.73µM*
CCCSC1=C(C#N)C(c2ccccc2OCC)CC(=O)N1 (stereo not given)	.	-26%	?
Cc1ccc(C(=O)OCC(=O)NC2CCCc3ccccc32)o1 (stereo not given)	1%[56.1 µM]	-28%	-9%
O=C(NCCc1ccccc1)c1ccc(Cl)c(S(=O)(=O)N2CCOCC2)c1	4%	?	-29%
Cc1ccc(N(CCC#N)C(=O)COC(=O)c2cc(C)no2)cc1	.	22%	-4%
COc1ccccc1NC(=O)Cn1c(=O)c(N(C)C)c(N)n(C)c1=O	0%	5%	3%
CC(=O)c1cccc(N(C(=O)CNC(=O)c2ccco2)C(C(=O)NC2CCCC2)c2ccco2)c1 (stereo not given)	11%	-9%	-15%
FCOC(C(F)(F)F)C(F)(F)F	.	8%	-11%
CN(Cc1c(C(=O)N/N=C/c2cccc(F)c2)nnn1-c1nonc1N)c1ccccc1	.	-16%	?
O=C(CCn1c(=O)c2ccccc2n(Cc2ccc(F)cc2Cl)c1=O)NCc1ccc2c(c1)OCO2	8%	-1%	?
O=C(O)C1CC1c1ccc(Br)cc1 (stereo not given)	-1%	1%	-11%
COc1ccc(C2C(C(=O)c3ccco3)=C(O)C(=O)N2CCCn2ccnc2)c(OC)c1 (stereo not given)	11%	-13%	-24%
O=S(=O)(c1ccc2c(c1)OCCO2)N1CCN(c2cccc(Cl)c2)CC1	2%	?	?
COc1ccc(C(C)=O)cc1COC(=O)c1cc(=O)c2ccccc2o1	0%	8%	-10%
COc1ccc(OCCOC(=O)CNC(=O)c2ccc(F)cc2)cc1	.	0%	4%
O=C(COC(=O)CCSc1ccc(Cl)cc1)NCc1ccccc1	1%	6%	-1%
Cn1c(Nc2ccccc2)cc(=O)n(C)c1=O	.	5%	2%
O=C(/C=C/c1cccc(Br)c1)N1CCN(c2ccccn2)CC1	9%	-3%	-4%
COc1ccc(NS(=O)(=O)c2cc(NC(=O)C(CC(C)C)NC(N)=O)ccc2N2CCOCC2)cc1 (stereo not given)	.	8%	11%
CCS(=O)(=O)Nc1cc(C(=O)N2CCC[C@H]2CO)c2c(c1)nc(-c1ccccc1)n2C	.	13%[9.04 µM]	-5%
Cc1noc(/C=C/N(C)C)c1S(=O)(=O)N1CCCC(C(=O)Nc2ccc3c(c2)OCO3)C1 (stereo not given)	3%	?	?
CCc1nc2c(OCc3ccc(Cl)cc3)cccn2c1N(C)C(=O)c1ccncc1	.	21µM*	21µM*
Cc1ccccc1Cc1c(C)nc2nc(SCC(=O)N(C)c3ccccc3)nn2c1C	8%	23µM*	?
O=S1(=O)c2ccc(Br)cc2N2CCC[C@@H]2CN1C1CC1	.	?	?
CC(NS(=O)(=O)c1ccc(Br)cc1)C(c1cccs1)N1CCOCC1 (stereo not given)	.	18µM*	?
COc1ccc(NC(=O)CN2C(=O)C(c3ccccc3)=NC23CCC(C)CC3)cc1Cl (stereo not given)	3%	?	?
COc1cccc(/C=N/N2CCN(C)CC2)c1	7%	3%	0%
O=C(COC(=O)CCc1ccccc1)Nc1ccc(F)cc1Cl	14%	-4%	-22%
CC(C)(C)NC(=O)C1CN(S(=O)(=O)c2ccccc2)CCN1S(=O)(=O)c1ccccc1 (stereo not given)	-2%	3%	-4%
COc1cccc(Nc2nc(C(N)Cc3ccc(Cl)cc3)cs2)n1 (stereo not given)	.	6.5µM*	6.5µM*

Exported as labelled records: entries from further up
> Cc1ccc(C(=O)OCC(=O)NC2CCCc3ccccc32)o1 (stereo not given)
  TDP1 block: 1%[56.1 µM]
  DT40 TDP1 CPT: -28%
  TDP1 cell noCPT: -9%
> O=C(NCCc1ccccc1)c1ccc(Cl)c(S(=O)(=O)N2CCOCC2)c1
  TDP1 block: 4%
  DT40 TDP1 CPT: ?
  TDP1 cell noCPT: -29%
> Cc1ccc(N(CCC#N)C(=O)COC(=O)c2cc(C)no2)cc1
  TDP1 block: .
  DT40 TDP1 CPT: 22%
  TDP1 cell noCPT: -4%

Carrying on:
Molecule	TDP1 block	DT40 TDP1 CPT	TDP1 cell noCPT
COc1ccc(/C=C/C(=O)Nc2ccc3nc4c(c(Nc5ccccc5OC)c3c2)CCCC4)cc1	12%	3.3µM*	3.7µM*
CC(=O)Nc1ccc(-c2ccnc3c2CC(C)(C(=O)NCC2CCOCC2)O3)cc1 (stereo not given)	.	?	?
CCOC(=O)C1=C(C)N(CCCCCC(=O)O)C(=O)NC1c1ccc([N+](=O)[O-])cc1 (stereo not given)	.	16%	-8%
Cc1ccc(NC(=O)CN2C(=O)CCc3cc(S(=O)(=O)N4CCCCC4)ccc32)cc1N(C)C	9%	?	?
O=C1C(c2ccncc2)N(CCC2=CCCCC2)C(=O)CN1C1CCCCC1 (stereo not given)	1%	-30%	-20%
O=C(NCc1ccccc1Cl)C1CCC(CNS(=O)(=O)c2ccc(Br)s2)CC1 (stereo not given)	0%	?	?
Cc1ccc(OCc2cc(=O)n3c4c(sc3n2)CCCC4)c(C)c1	1%	-9%	-1%
O=C(NCc1ccc2c(c1)CCN2C(=O)c1ccc(Cl)cc1)c1cccc(F)c1	2%	7%	2%
CCN(CC)C(=O)c1ccc(S(=O)(=O)N2CCC(c3nc4ccccc4s3)CC2)cc1	2%	7.3µM*	10µM*
Cc1cc(NC(=O)C2CC(c3ccc(F)cc3)=NO2)no1 (stereo not given)	3%	3%	0%
O=S(=O)(Nc1cccc(Br)c1)c1cccc2nsnc12	10%	10%	-2%
O=C(Nc1ccc(Cl)cn1)c1ccc2nccnc2c1	0%	?	?
CCN1CCN(CCCNC(=O)Cn2nc(C)n3nc(-c4ccccc4)cc3c2=O)CC1	0%	-1%	7%
COCCNC(=O)COc1ncnc2scc(-c3ccc(F)cc3)c12	8%	-14%	12%
COc1ccc(C(=O)C[n+]2ccc3ccccc3c2C)cc1	.	1%	?
COC(=O)[C@@H](NC(=O)c1ccc2c(c1)S(=O)(=O)c1ccccc1C2=O)C(C)C	6%	7%	-18%
c1ccc(Cn2c3ccccc3c3nnc(SCCN4CCCCC4)nc32)cc1	5%	23µM*	23µM*
Cc1nc(-c2ccc(NC(=O)c3ccccc3Br)cc2)cs1	1%	4%	-16%
O=C(NCCc1csc2nc(-c3ccccc3F)nn12)c1ccco1	8%	-5%	-4%
CC1CC(C)CN(CCCNC(=O)C2CCCN(c3nnc(N4CCCC4=O)s3)C2)C1 (stereo not given)	4%	-10%	-1%
CC(=O)NCCc1c[nH]c2ccc(OCc3ccccc3)cc12	.	-8%	-9%
Cc1oc(/N=C/c2cccc([N+](=O)[O-])c2)c(C#N)c1C	5%	-5%	-25%
COc1ccc(S(=O)(=O)Nc2ccccc2C(=O)NN2CCOCC2)cc1OC	1%	-1%	2%
O=C(Nc1cccc(F)c1)C1CCCN(S(=O)(=O)c2ccccc2)C1 (stereo not given)	0%	18µM*	?
COC(=O)c1ccccc1NC(=O)CSc1nnc(-c2ccc(OC)cc2)n1C	5%[56.1 µM]	-12%	-12%
Cc1cc2c3c(c1)C(C)CC(C)(C)N3C(=O)C2=O (stereo not given)	3%	23µM*	?
COc1ccccc1C(O)(C(=O)NNc1ccccc1C)c1ccccc1OC	5%	?	3%
CCN(c1ccccc1)S(=O)(=O)c1ccc(Cl)c(C(=O)Nc2ccncc2)c1	.	?	12µM*
CCc1ccc(OCC(=O)Nc2ccc(S(=O)(=O)N3CCOCC3)cc2)cc1	-21%	-8%	-3%
O=C(O)C1C(c2ccccc2)C(C(=O)N2CCOCC2)C1c1ccccc1 (stereo not given)	6%	0%	-1%

Looked up one by one from the list above:
Molecule	TDP1 block	DT40 TDP1 CPT	TDP1 cell noCPT
COC(=O)c1ccccc1NC(=O)CSc1nnc(-c2ccc(OC)cc2)n1C	5%[56.1 µM]	-12%	-12%
CCOC(=O)C1=C(C)N(CCCCCC(=O)O)C(=O)NC1c1ccc([N+](=O)[O-])cc1 (stereo not given)	.	16%	-8%

Continued.
Molecule	TDP1 block	DT40 TDP1 CPT	TDP1 cell noCPT
O=c1c2cc(Br)ccc2[nH]c(=S)n1Cc1ccccc1	.	?	?
O=C(CCN1C(=O)/C(=C/c2ccccc2Cl)SC1=S)NC1CCCC1	4%	8.2µM*	9.2µM*
N#CCCn1cc(C=O)c(-c2cccs2)n1	2%	?	?
Cc1c(NC(=O)C(C)OC(=O)c2c3c(nc4ccccc24)CCC(C)C3)c(=O)n(-c2ccccc2)n1C (stereo not given)	.	13µM*	?
C=CCOc1ccc(/C=N/NC(=O)C2CCCC2)cc1OCC	5%	-20%	-13%
Cc1ccc(NC(=O)COc2cccc3ccc(C)nc23)c(Br)c1	-3%	?	23µM*
COc1ccc(N2CCN(C(=O)c3csc4ccccc34)CC2)cc1	2%	-21%	?
CC(=O)Nc1ccc(-c2nnn(CC(=O)Nc3ccc4c(c3)OCO4)n2)cc1Cl	0%	0%	-9%
O=C(O)c1cccc(S(=O)(=O)N2Cc3ccccc3C2)c1	-3%	4%	-22%
CCOC(=O)/C(=N\Nc1cccc(C(F)(F)F)c1)N1CCOCC1	5%	-21%	-19%
COc1ccc(Cl)cc1NC(=O)CN(C)C(=O)c1cc(=O)c2ccccc2o1	2%	-40%	?
O=C(Nc1ccc(Cn2nnc3ccccc32)cc1)c1ccco1	-3%	?	?
Cc1nc(C)c(-c2ccc(SCC(=O)Nc3cccc(C)c3C)nn2)s1	0%	16µM*	21µM*
CCC(=O)Nc1ccc2c(c1)Cc1cc([N+](=O)[O-])ccc1-2	.	?	6.5µM*
CN1CCCC(OC(=O)c2cccc(Cl)c2)C1 (stereo not given)	0%	2%	-24%
CN(C)Cc1ccccc1C1(O)c2ccccc2CSc2ccccc21 (stereo not given)	1%	?	23µM*
Cc1ccc2c(c1)C1CN(C)CCC1N2C(=O)c1ccccc1NS(=O)(=O)c1ccc(F)cc1C (stereo not given)	4%	-11%	-20%
c1ccc(-c2nc3c4ccccc4ccn3c2Cc2ccsc2)cc1	.	23µM*	16µM*
NC(=O)CSc1nnnn1CC(CC(=O)O)c1ccccc1 (stereo not given)	0%	2%	0%
COc1cccc(/C=C2\SC(=S)N(c3cccnc3)C2=O)c1OC	0%	0%	4%
CC(=O)c1cn(N(C)c2ncc(C(F)(F)F)cc2Cl)c(=O)[nH]c1=O	1%	-11%	-6%
O=C(CCC(=O)N1CCc2ccccc2C1)NCCc1ccc(Cl)cc1	2%	6%	10%
OCCSc1c(F)c(SCCO)c(SCCO)c(F)c1SCCO	0%	-24%	-12%
O=C(c1ccc2snnc2c1)N1CCCCC1	5%	-6%	0%
O=C(CC1SC(N2CCOCC2)=NC1=O)Nc1ccccc1F (stereo not given)	0%	6%	-6%
CN(C)S(=O)(=O)c1cccc(NC(=O)NCCCl)c1	-1%	-10%	1%
COc1ccccc1CN(Cc1nc2ccccc2c(=O)[nH]1)S(=O)(=O)c1ccc2ccccc2c1	1%	3.7µM*	5.6µM*
Cc1cc(C)cc(OCc2nnc(SCC(=O)N3CCN(c4ccccc4)CC3)o2)c1	-2%	?	-15%
COc1cccc(C(=O)CSc2nc3ccccc3n2CC(=O)N2CCOCC2)c1	6%	-5%	-6%
O=S1(=O)CCC(NS(=O)(=O)c2ccc3ccccc3c2)C1 (stereo not given)	.	9%	0%
O=C(Cc1ccc(S(=O)(=O)N2CCOCC2)s1)NCC(=O)Nc1ccccc1Br	1%	-26%	?

Single records, as listed above. Order of screens: TDP1 block, DT40 TDP1 CPT, TDP1 cell noCPT
Cc1nc(C)c(-c2ccc(SCC(=O)Nc3cccc(C)c3C)nn2)s1 reads 0%, 16µM*, 21µM*
O=S1(=O)CCC(NS(=O)(=O)c2ccc3ccccc3c2)C1 (stereo not given) reads ., 9%, 0%
O=c1c2cc(Br)ccc2[nH]c(=S)n1Cc1ccccc1 reads ., ?, ?
COc1cccc(C(=O)CSc2nc3ccccc3n2CC(=O)N2CCOCC2)c1 reads 6%, -5%, -6%
C=CCOc1ccc(/C=N/NC(=O)C2CCCC2)cc1OCC reads 5%, -20%, -13%

From PubChem
